Screening data (PubChem BioAssay)
tim10-1 inh = inhibits growth of tim10-1 mutant yeast; S. cerevisiae tim10-1 ts strain growth, BacTiter-Glo, 24 h; inhibition, % at 20 µM; hit rate 2.2% among 330,000; AID 463190;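 active means inhibition of at least 40%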;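 further: mutant grown at 25 °C; 0% = DMSO wells with yeast and 100% = wells holding no yeast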
TIM10 inh = growth inhibitors of TIM10 yeast strain. inhibition, % at 10 µM. S. cerevisiae TIM10 strain growth, BacTiter-Glo luminescence, 24 h. hit rate 1.4% among 330,000;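 active means inhibition of 40% or more at the single tested concentration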;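 further: wild-type TIM10 isogenic control strain grown at permissive 25 °C; 0% = DMSO yeast wells and 100% = minimal medium wells without yeast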
hIAP inh = human IAP inhibition; purified IAP, CDP-Star luminescence, 30 min; inhibition, % at 10 µM; hit rate 0.12% among 330,000;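 active means inhibition reaching a set limit with compound at 10 µM in the primary screen, cut at about 35% in these data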;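 further: plate controls were DMSO wells with enzyme for no effect and no-enzyme buffer wells for full effect; values of inactives mirror those of a sister screen read the other way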
Target sequence (P09923 whole entry, looked up): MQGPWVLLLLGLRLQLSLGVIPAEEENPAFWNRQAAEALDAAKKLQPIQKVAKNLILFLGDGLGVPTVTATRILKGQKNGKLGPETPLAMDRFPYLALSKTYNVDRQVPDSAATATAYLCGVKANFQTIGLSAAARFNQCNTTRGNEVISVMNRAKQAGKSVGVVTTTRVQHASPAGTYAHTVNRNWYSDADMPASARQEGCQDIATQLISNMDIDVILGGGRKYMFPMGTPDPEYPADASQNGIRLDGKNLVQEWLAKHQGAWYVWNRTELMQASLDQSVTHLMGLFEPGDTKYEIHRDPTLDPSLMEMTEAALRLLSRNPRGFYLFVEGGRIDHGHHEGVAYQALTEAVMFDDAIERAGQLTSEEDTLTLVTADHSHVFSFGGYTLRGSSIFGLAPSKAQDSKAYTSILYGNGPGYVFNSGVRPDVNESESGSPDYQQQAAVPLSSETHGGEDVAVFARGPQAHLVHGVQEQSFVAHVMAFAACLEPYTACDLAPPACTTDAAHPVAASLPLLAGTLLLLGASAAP
mIAP block = mouse IAP inhibition; purified mouse IAP, CDP-Star luminescence, 30 min; inhibition, % at 10 µM; hit rate 0.2% among 330,000;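 active means inhibition of at least 40% at 10 µM in the primary screen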;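 further: plate controls were DMSO with enzyme for no effect and no enzyme wells for full effect; values of inactives mirror those of a sister screen read the other way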
ATG4B inh = blocks human ATG4B protease cleavage of LC3 substrate; ATG4B cleavage of LC3-PLA2, NBD-HPC fluorescence, 1 h; inhibition, % at 8.33 µM; hit rate 0.51% among 340,000; AID 504462; Q9Y4P1; in the data active means inhibition above about 40%
Target sequence (Q9Y4P1 whole entry, looked up): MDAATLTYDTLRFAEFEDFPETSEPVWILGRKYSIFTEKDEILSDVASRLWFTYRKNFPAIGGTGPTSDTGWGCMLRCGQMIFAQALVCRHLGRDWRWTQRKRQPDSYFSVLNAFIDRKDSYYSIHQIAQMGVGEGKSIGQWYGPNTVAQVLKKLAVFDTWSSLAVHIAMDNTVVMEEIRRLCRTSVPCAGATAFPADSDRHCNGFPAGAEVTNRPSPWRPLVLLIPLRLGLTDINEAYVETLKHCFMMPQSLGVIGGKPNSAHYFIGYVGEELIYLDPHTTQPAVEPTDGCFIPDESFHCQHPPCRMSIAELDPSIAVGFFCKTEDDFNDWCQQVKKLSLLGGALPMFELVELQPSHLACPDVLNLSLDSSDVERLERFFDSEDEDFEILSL
NALP3 yeast inh = blocks the NALP3 inflammasome reconstituted in yeast; inhibition, % at 10 µM; hit rate 0.39% among 330,000; Yeast reconstituted NLRP3/ASC/caspase-1, beta-gal luminescence, 24 h;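 active means inhibition of 50% or more; inactive means inhibition below 50%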;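 further: plate controls were induced DMSO wells for no effect and uninduced yeast grown without galactose for full effect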
Apaf1 inhib = inhibitors of human Apaf-1 apoptosome. inhibition, % at 20 µM. O14727. hit rate 0.71% among 330,000. reconstituted apoptosome caspase-3 activity, DEVD-Rh110 fluorescence. AID 489030; active means inhibition of at least 40% at 20 µM;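 further: plate controls were DMSO wells for no effect and DEVD-CHO caspase inhibitor wells for full effect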
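Material: reconstituted apoptosome with Apaf-1, cytochrome c, caspase-9, procaspase-3, dATP / Buffer or medium: pH 7.5 Hepes buffer with CHAPS, BSA, DTT / Also added: cytochrome c with DEVD-Rh110 / Schedule: compound with Apaf-1, dATP, procaspase-3 30 min, then 50 min reaction, room temperature / Technique: rhodamine 110 fluorescence at Ex 480/Em 540 nm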
mIAP act = mouse IAP activation; muIAP, CDP-Star luminescence, 30 min; hits give high values; 1 = vehicle-only enzyme signal, 0 = enzyme-free wells; activation factor at 10 µM; hit rate 0.24% among 330,000; AID 2805;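 active means activation factor of at least 2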; further: the source names both 10 and 20 µM as test concentration; values of inactives mirror those of a sister screen read the other way
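System: Mouse IAP enzyme | Also added: CDP-Star substrate | Dosing: Compounds dispensed in DMSO | Schedule: 30 min enzyme-substrate-compound incubation at room temperature | Technique: Chemiluminescence readout | Control set: DMSO-only wells and no-enzyme negative control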
hIAP act = human IAP activation. activation factor at 10 µM. P09923. purified human IAP, CDP-Star luminescence, 30 min; hits give high values; 1 = vehicle-only enzyme, 0 = enzyme-free background. hit rate 0.16% among 330,000;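 active means activation factor of the enzyme at least 2-fold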; further: the source names both 10 and 20 µM as test concentration; values of inactives mirror those of a sister screen read the other way
* hit, by the source's call; x = not tested or not shown. Hits appear at their usual frequency; 4.5% or so of the library scored in one or more.

canonical_smiles | hIAP inh | hIAP act | mIAP act | NALP3 yeast inh | ATG4B inh | TIM10 inh | mIAP block | Apaf1 inhib | tim10-1 inh
O=C1c2cc(N3CCCC3)c([N+](=O)[O-])cc2C(=O)N1c1ccccc1 | 5 | 0.95 | 1.1 | 10 | 0 | -12 | -8 | -1 | -10
Cc1cccc(C)c1NC(=O)C(=O)NCc1ccccn1 | -7 | 1.1 | 0.94 | 4 | 3 | 8 | 6 | 3 | 10
COc1ccc(CNS(=O)(=O)c2ccc(-n3cnnn3)c(C)c2)cc1 | 1 | 0.99 | 0.96 | 1 | -3 | 6 | 4 | 4 | -12
O=C(CCC(=O)NC1CC1)Nc1nnc(C2CCCCC2)s1 | -12 | 1.1 | 0.98 | 16 | -5 | -11 | 2 | 7 | 22
CN(C#N)c1nc(Cl)nc(Nc2cccc(Cl)c2)n1 | 2 | 0.98 | 0.92 | 10 | -9 | 13 | 8 | 8 | 40
O=C(NCC1CCCN(Cc2cccc(F)c2)C1)c1cccc2ccccc12 (centres undefined) | 5 | 0.95 | 1 | 19 | -1 | -4 | 0 | 12 | 12
O=C(NCc1ccc2c(c1)OCO2)c1cc(S(=O)(=O)N2CCCCC2)ccc1F | 17 | 0.83 | 1 | 10 | 2 | 19 | -1 | 9 | 35
Oc1c(CN2CCN(c3ccc(F)cc3)CC2)cc(Cl)c2cccnc12 | 3 | 0.97 | 0.93 | 39 | 0 | 3 | 7 | 19 | 45*
N#C/C(=C\c1ccc[nH]1)C(=O)Nc1ccccc1[N+](=O)[O-] | 2 | 0.97 | 0.95 | 17 | -5 | -13 | 5 | 10 | -15
COc1ccc(N2CCN(C(=O)CCc3ccc(S(=O)(=O)NCC(C)C)cc3)CC2)cc1 | -3 | 1 | 0.99 | 24 | -9 | -17 | 1 | 15 | 1
Cc1ccc(NC(=O)C2CC2c2ccccc2)cc1 (centres undefined) | 33 | 0.67 | 1.1 | 31 | -4 | -13 | -7 | 2 | -11
O=C(COC(=O)c1cnccn1)Nc1ccc(Cl)cn1 | -5 | 1.1 | 0.98 | 13 | 5 | -7 | 2 | 2 | -4
COc1nc(OC)nc(N2CCC(C(=O)NCc3cccs3)CC2)n1 | -16 | 1.2 | 0.95 | -4 | -5 | 11 | 5 | 0 | 14
c1ccc(-c2onc(-c3ccco3)c2-c2ccc3[nH]ccc3c2)cc1 | -17 | 1.2 | 1 | 6 | 2 | -3 | -3 | 25 | 23
CCN(C(=O)COC(=O)/C=C/c1ccccc1)C1CCCCC1 | 0 | 1 | 1 | -14 | -2 | 29 | 0 | -25 | 25
COc1ccc2cc(C(=O)N(C)CC(=O)Nc3ccccc3Br)ccc2c1 | 2 | 0.98 | 1.2 | 23 | -11 | 1 | -16 | 23 | 0
CSc1ccc(/C=C(/NC(=O)c2ccco2)C(=O)NCc2ccco2)cc1 | 10 | 0.91 | 1 | 20 | 8 | -15 | 0 | 1 | -22
COc1ccc(C2=NN(C(=O)c3ccccc3)C(c3ccccc3)C2)c(O)c1 (centres undefined) | -37 | 1.4 | 1.1 | 19 | 9 | -5 | -8 | 16 | -18
CC(=O)N1c2ccc(S(=O)(=O)N3CCCC(C(=O)N4CCC(C)CC4)C3)cc2CC1C (centres undefined) | -8 | 1.1 | 0.94 | 5 | -4 | 7 | 6 | 6 | -33
CN(/C(=N/S(=O)(=O)c1cccs1)c1ccccc1)c1ccccc1 | 5 | 0.95 | 0.97 | 19 | 7 | 27 | 3 | 4 | 21

An excerpt of these results, field by field.
> Cc1ccc(NC(=O)C2CC2c2ccccc2)cc1 (centres undefined)
- hIAP inh: 33
- hIAP act: 0.67
- mIAP act: 1.1
- NALP3 yeast inh: 31
- ATG4B inh: -4
- TIM10 inh: -13
- mIAP block: -7
- Apaf1 inhib: 2
- tim10-1 inh: -11

> O=C(COC(=O)c1cnccn1)Nc1ccc(Cl)cn1
- hIAP inh: -5
- hIAP act: 1.1
- mIAP act: 0.98
- NALP3 yeast inh: 13
- ATG4B inh: 5
- TIM10 inh: -7
- mIAP block: 2
- Apaf1 inhib: 2
- tim10-1 inh: -4

Going on with the list.
canonical_smiles | hIAP inh | hIAP act | mIAP act | NALP3 yeast inh | ATG4B inh | TIM10 inh | mIAP block | Apaf1 inhib | tim10-1 inh
O=C(O)c1ccccc1C(=O)N(Cc1ccccc1)Cc1ccccc1 | -9 | 1.1 | 0.97 | -7 | 2 | 8 | 3 | 15 | 31
COc1ccc(-c2nc(CN3CCC(C(=O)N4CCOCC4)CC3)c(C)o2)cc1OC | 21 | 0.79 | 0.97 | 11 | 7 | 7 | 3 | -1 | -7
CCN(C(=O)Cn1cnc2c1c(=O)n(C)c(=O)n2C)C1CCCCC1 | 3 | 0.97 | 1.1 | -1 | 1 | -6 | -6 | 1 | -1
CC(=O)N/C(=C\c1ccccc1)C(=O)OCc1ccc(C)cc1 | -21 | 1.2 | 0.99 | 19 | 4 | -12 | 1 | -1 | 2
CCOC(=O)c1[nH]c(C)c(C(=O)/C=C/c2ccc(C(=O)O)cc2)c1C | 15 | 0.85 | 0.97 | 8 | -7 | 6 | 3 | -8 | 0
Cc1nc(SCC(=O)Nc2cc(C)on2)c2c(=O)n(C)c(=O)n(C)c2n1 | 22 | 0.79 | 0.98 | 18 | -2 | 11 | 2 | 1 | 15
CCNC(=O)c1cc(Cl)ccc1OC | -7 | 1.1 | 0.86 | 7 | 1 | -10 | 14 | -1 | 8
Cc1ccc(S(=O)(=O)NCCc2nc3ccccc3[nH]2)cc1 | -73 | 1.7 | 1 | 19 | -4 | -25 | -3 | -11 | -24
COc1cccc(N2CCN(c3ncnc4c3cnn4-c3ccc(C)cc3C)CC2)c1 | 4 | 0.96 | 1.1 | -30 | 5 | -14 | -10 | 23 | 2
CN(C(=O)C1CCN(S(=O)(=O)c2cccs2)CC1)c1ccccc1 | -6 | 1.1 | 1.1 | 0 | -12 | 22 | -6 | -2 | 16
OC(CNC1CCCc2ccccc21)COc1ccc2ccccc2c1 (centres undefined) | 2 | 0.98 | 0.98 | 9 | 9 | 12 | 2 | 47* | 27
CCCOc1ccc2c3c(c(=O)oc2c1OCCC)CCC3 | -21 | 1.2 | 1 | 23 | 40 | -30 | -2 | 4 | 20
O=C(CN1C(=O)COc2ccc(Cl)cc21)Nc1ccccn1 | -11 | 1.1 | 1 | -19 | 3 | 5 | -5 | -16 | 11
CCOC(=O)C1(CC)NC(c2ccco2)C2C(=O)N(C)C(=O)C21 (centres undefined) | 9 | 0.91 | 1 | 7 | -3 | -9 | 0 | 6 | 10
Cc1ccc2[nH]c(=O)c(CN(Cc3ccco3)C(=O)CN3CCCC(C)C3)cc2c1 (centres undefined) | 9 | 0.91 | 0.9 | -2 | -12 | 3 | 10 | -1 | 2
N#CC(C#N)=CC1=C2OC(c3ccccc3)=CC(c3ccccc3)=C2CCC1 | 0 | 1 | 0.91 | 10 | 7 | 23 | 9 | -11 | 48*
COc1[nH]c(/N=C/c2ccccc2)c(C#N)c1C#N | 1 | 0.99 | 0.8 | -6 | -3 | -12 | 20 | 8 | 8
O=C(CC1OC(=O)c2ccccc21)Nc1cccc(S(=O)(=O)N2CCCCCC2)c1 (centres undefined) | -12 | 1.1 | 1.1 | 8 | 14 | 18 | -12 | 17 | 18
CCN1CCCc2cc(CN(CCN3CCOCC3)C(=O)Nc3ccc(C)c(C)c3)ccc21 | 3 | 0.97 | 1 | 10 | 6 | 5 | -5 | 10 | -2
Cc1[nH]n(-c2cccc(Cl)c2)c(=O)c1C=NC12CN3CN(CN(C3)C1)C2 | -10 | 1.1 | 1 | 7 | -4 | 4 | -3 | 5 | 4
CN(C)C(=O)CCc1ccc2c3c([nH]c2c1)[C@]1(CCc2ccccc2)[C@@H](C(=O)N2CCCCC2)C[C@H](CC(=O)NCCCn2ccnc2)C(=O)N1CC3 | x | x | 1.2 | x | -3 | -5 | -20 | 16 | 16
Cn1cc(C(=O)NCCN2CCN(c3cccc(Cl)c3)CC2)c2c3ccccc3n(C)c2c1=O | 12 | 0.89 | 1 | 15 | 21 | 13 | -4 | 29 | 46*
N=c1sccn1CC(=O)Nc1ccc(S(N)(=O)=O)cc1 | -14 | 1.1 | 1 | 14 | 9 | 21 | -4 | 5 | 33
Cc1nnc(Nc2ccc(Cl)cc2)n(N)c1=O | 18 | 0.82 | 0.95 | 8 | -2 | 4 | 5 | -5 | 9
COc1ccc(CNC(=O)COC(=O)c2ccc(Br)cc2)cc1 | -4 | 1 | 1.1 | 14 | -22 | 8 | -10 | -12 | 5
Cc1noc(C)c1COC(=O)C1CCN(S(=O)(=O)c2ccc(F)cc2)CC1 | -1 | 1 | 1 | 4 | 2 | 7 | -2 | 16 | 15
Cc1ccc(NC(=O)CCC(=O)c2ccc(Cl)s2)nc1 | 8 | 0.92 | 0.87 | 29 | -1 | 9 | 13 | 3 | -34
O=C(CN(Cc1ccccc1)C1=NCCS1)c1ccc(Cl)cc1 | 1 | 0.99 | 0.87 | 17 | 1 | 21 | 13 | 6 | 23
CCCCOC(=O)C[N+](C)(C)CCOC1CC2CCC1(C)C2(C)C (centres undefined) | -11 | 1.1 | 0.99 | -4 | 6 | 14 | 1 | -9 | 9
O=C(Nc1ccc(O)c(C(=O)O)c1)c1cccc(NC(=O)c2ccco2)c1 | -27 | 1.3 | 0.99 | 2 | 4 | -1 | 1 | -3 | -11
O=C(Nc1ccc(Cl)cn1)c1cccc(S(=O)(=O)N2CCCC2)c1 | -9 | 1.1 | 0.96 | -14 | -5 | 8 | 4 | -13 | -1
COc1ccc(C2CC3CC(c4ccccc4)N2O3)cc1 (centres undefined) | 2 | 0.98 | 1 | 5 | 0 | 1 | -2 | 1 | -4
S=C1NCCC12C(=S)Nc1ccccc12 (centres undefined) | 12 | 0.89 | 0.94 | -2 | -7 | -5 | 6 | -9 | 11
COC(=O)C1CCN(c2cc(=O)n(-c3ccccc3Cl)c(=O)[nH]2)CC1 | 12 | 0.89 | 1 | 14 | 0 | 1 | -3 | -11 | -1
CCOc1cccc(N)c1 | 9 | 0.91 | 1 | 16 | -2 | -1 | -4 | 11 | 9
Cc1cccc(NC(=S)N(CCCN2CCOCC2)C(C)c2cc3ccccc3o2)c1 (centres undefined) | -8 | 1.1 | 1.1 | 3 | -6 | -3 | -13 | 7 | 4
CSc1nc(C(=O)N2CCCC(C(=O)c3ccc(Cl)cc3)C2)cs1 (centres undefined) | 6 | 0.94 | 0.94 | 10 | -1 | -22 | 6 | 10 | -37
COC(=O)c1ccc(N/C=C\C(=O)c2ccc3c(c2)OCO3)cc1 | -4 | 1 | 1 | 13 | -11 | -17 | 0 | -6 | -44
CC(OC(=O)C1CC1)C(=O)Nc1ncc(Cl)cc1Cl (centres undefined) | 6 | 0.94 | 1 | -4 | -5 | 4 | -5 | -2 | 9
CC1(C)O[C@H]2CC(=O)OC[C@]23[C@H]2CC[C@@]4(C)[C@H](c5ccoc5)OC(=O)[C@H]5O[C@]54[C@]2(C)[C@@H](O)C[C@@H]13 | 8 | 0.92 | 0.97 | 5 | -8 | 11 | 3 | -5 | -2
CC(OC(=O)c1ccc2ccccc2n1)C(=O)Nc1ccc(N2CCOCC2)cc1 (centres undefined) | 17 | 0.83 | 1 | 14 | -1 | 18 | -2 | -3 | 12
